Tb PFK inh: inhibitors of T. brucei phosphofructokinase | Potency, µM (highest dose often 57.5 µM), inactives show at the highest dose activity, negative = inhibition, most hits filed as inhibitors | 330,000 tested, 0.17% active | O15648 | T. brucei PFK, ADP-Glo luminescence | AID 485367;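 also: potency is read from the fitted curve at half-maximal effect; 0% = uninhibited 1x PFK enzyme wells and -100% = no-enzyme wells; nearly all actives have a fitted effect of over 60% in size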
Target sequence (O15648 whole entry, looked up): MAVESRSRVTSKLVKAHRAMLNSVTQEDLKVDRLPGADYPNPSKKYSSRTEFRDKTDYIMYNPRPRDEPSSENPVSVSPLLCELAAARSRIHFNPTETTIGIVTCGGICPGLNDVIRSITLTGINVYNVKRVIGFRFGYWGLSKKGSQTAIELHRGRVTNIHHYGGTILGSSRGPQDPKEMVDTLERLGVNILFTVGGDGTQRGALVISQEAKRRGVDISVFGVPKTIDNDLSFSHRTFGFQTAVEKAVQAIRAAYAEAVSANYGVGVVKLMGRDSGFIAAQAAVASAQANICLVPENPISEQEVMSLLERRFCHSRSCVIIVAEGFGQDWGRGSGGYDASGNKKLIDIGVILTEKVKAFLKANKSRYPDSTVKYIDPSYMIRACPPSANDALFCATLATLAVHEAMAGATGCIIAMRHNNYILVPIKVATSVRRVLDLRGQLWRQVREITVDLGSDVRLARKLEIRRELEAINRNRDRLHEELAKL
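PFK 1.25 nM, F6P 0.5 mM, ATP 0.1 mM, 0.1 M TEA pH 8.0, 5 mM MgCl2, 0.01% Tween20, 0.1% BSA; 45 min RT. ADP-Glo readout. qHTS titration up to 57 uM; curves fitted, compounds curve-classed.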
PTAP TSG101 blk: blocks PTAP/TSG101 interaction to inhibit HIV-1 budding; Fluorescence polarization, FITC-PTAP peptide / Tsg101 binding; Potency, µM (series often up to 115 µM), for inactives: at the highest dose activity change, negative = inhibition, most hits filed as inhibitors; 340,000 tested, under 10 active; active = well fitted inhibition curve with a large enough effect in the main read-out, with a control signal flat, not every such curve was filed as active; inconclusive = small, poorly fitted or top-dose-only effect, or effect the other way, or a change in a side signal; inactive = no such curve, though single readings can be large or run the other way; also: potency is read from the fitted curve at half-maximal effect; % of control where 0% means no effect
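FP read-out: FITC-PTAP peptide, 50 nM final, binding Tsg101 binding domain, 10 uM final; 20 min, r.t.; 10 mM HEPES pH 7.5, 0.15 M NaCl, 0.01% Tween 20, 3 mM EDTA, 0.1 mM TCEP.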
Eya2 inh: Eya2 (human) phosphatase inhibition; recombinant Eya2, OMFP fluorescence dephosphorylation (OMFP is methylfluorescein phosphate); Potency, µM (top dose mostly 76.9 µM), inactives show top-dose activity, negative = inhibition, hits mostly inhibitors; AID 488837; 330,000 tested, 0.006% active; O00167; also: potency is read from the fitted curve at half-maximal effect; % is scaled to controls: 0 for no effect and ±100 for the full control effect
Target sequence (O00167 whole entry, looked up): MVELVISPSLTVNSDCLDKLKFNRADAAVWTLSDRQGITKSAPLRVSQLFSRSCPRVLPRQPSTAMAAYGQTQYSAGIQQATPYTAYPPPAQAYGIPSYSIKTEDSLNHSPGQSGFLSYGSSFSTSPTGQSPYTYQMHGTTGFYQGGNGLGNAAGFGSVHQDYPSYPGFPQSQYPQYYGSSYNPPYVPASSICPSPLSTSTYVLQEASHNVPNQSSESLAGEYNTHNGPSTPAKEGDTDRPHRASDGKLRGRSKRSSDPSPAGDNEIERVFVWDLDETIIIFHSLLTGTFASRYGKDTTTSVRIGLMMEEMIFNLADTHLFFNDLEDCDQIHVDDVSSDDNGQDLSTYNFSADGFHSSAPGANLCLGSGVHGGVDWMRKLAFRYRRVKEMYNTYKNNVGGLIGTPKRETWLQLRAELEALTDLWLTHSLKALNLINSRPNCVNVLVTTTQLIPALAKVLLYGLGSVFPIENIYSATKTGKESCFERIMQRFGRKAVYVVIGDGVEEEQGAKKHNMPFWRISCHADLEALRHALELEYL
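Eya2 protein (added as 0.2 uM solution) was preincubated with compound for 10 min at ambient temperature in 50 mM HEPES pH 7.5, 50 mM NaCl, 5 uM MgCl2, 0.05% BSA, 1 mM DTT. OMFP (added at 50 uM) then reacted 10 min; fluorescence read at 485/525 nm.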
Mito fusion yeast: mitochondrial division inhibition or fusion activation; S. cerevisiae fusion-defective mutant growth rescue, CellTiterGlo 48 h; Potency, µM (highest dose often 46.1 µM), for the others: top-dose growth rescue (activation), hits mostly activators; 320,000 tested, 0.23% active;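 also: potency is read from the fitted curve at half-maximal effect; % of control where 0% means no effect; nearly all actives have a fitted effect of over 45% in size; temperature-sensitive fusion mutants such as fzo1-1 at 37 °C on non-fermentable ethanol glycerol medium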
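Growth-rescue viability read-out: after 48 h at the non-permissive 37C in glycerol/ethanol YPEG, yeast mitochondrial fusion mutants are measured by CellTiterGlo luminescence; compounds (23 nl pinned per well) restoring growth score as division inhibitors or fusion activators.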
BCR signal inh: inhibitors of chronic active B-cell receptor signaling; Potency, µM (highest dose often 46.1 µM), for the others: at the highest dose ratio change, negative = lower green/red ratio, hits mostly inhibitors; AID 493014; 340,000 tested, 0.05% active; ABC-DLBCL IkBa-CBG/CBR reporter, luminescence ratio, 4 h; active = well fitted inhibition curve with a large enough effect in the signal ratio, with a control signal flat, not every such curve was filed as active; inconclusive = small, poorly fitted or top-dose-only effect, or effect the other way, or a change in a side signal; the % refers to the signal ratio;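 also: potency is read from the fitted curve at half-maximal effect; plate controls were basal doxycycline-induced cells for no effect and cells given 10 µM MG132 for full effect; MG132 reads +100%, hits lower the ratio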
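Compounds up to 46 uM were incubated four hours with TMD8 cells whose green CBG68 luciferase is fused to IkappaBalpha; red CBR luminescence normalised the signal, and concentration-effect curves were fitted to fusion, red and ratio data.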
TCR act: T cell receptor activation; primary human leukocytes, anti-CD3, IL-2 HTRF, 48 h; Potency, µM (top dose mostly 9.22 µM), for inactives: top-dose activation of IL-2 secretion, usual class: activators; 330,000 tested, under 10 active; also: % of control where 0% means no effect
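Using a-CD3 beads without co-stimulation, primary human leukocytes were exposed to compounds for 48 hr. An HTRF IL-2 kit measured the cytokine, with europium-to-d2 energy transfer producing emission at 665nm upon 320nm excitation.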
S-ASM inh: inhibitors of human secretory acid sphingomyelinase; placental ASM, HMU-PC fluorogenic substrate, 60 min; AID 504937; Potency, µM (series often up to 57.5 µM), for inactives: at the top dose activity change, negative = inhibition, usual class: inhibitors; 340,000 tested, 0.006% active; also: potency is read from the fitted curve at half-maximal effect
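Fluorogenic HMU-PC substrate (9 uM final) is turned over by placental ASM in 60 min at 37 C after a 10 min compound preincubation. Reaction ended by alkaline stop (pH 10), with fluorescence read at 386/447 nm.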
ELG1 repair inh: blocks ELG1-dependent DNA repair in HEK293T cells; HEK293T ELG1-luciferase reporter, luminescence, 16 h; DNA damage induced by 5-fluorouridine; Potency, µM (series often up to 46.1 µM), for inactives: at the top dose activity change, negative = inhibition, usual class: inhibitors; 330,000 tested, 2.3% active; AID 504467; also: potency is read from the fitted curve at half-maximal effect; % is scaled to controls: 0 for no effect and ±100 for the full control effect; nearly all actives have a fitted effect of over 55% in size
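In this reporter screen, reduction of luminescence relative to DMSO vehicle indicated activity. Compounds and 5-fluorouridine were added together to 2,000 cells per well, incubated for 16 hr at 37 °C, then developed with ONE-Glo.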
Integrin act MD: activators of alpha7 integrin expression for muscular dystrophy. alpha7betagal myoblasts, beta-gal FDG fluorescence, 48 h. Potency, µM (top dose mostly 38.3 µM), without a hit: top-dose activation, hits mostly activators. AID 624291. 350,000 tested, 0.064% active;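 also: potency is read from the fitted curve at half-maximal effect; 100% = response of the positive control SU9516; nearly all actives have a fitted effect of over 60% in size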
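alpha7betagal+/- myoblasts (passage 13, 250/well) treated 48 h at 37C with compounds at 1:260 dilution of DMSO stock. Lysed, then beta-galactosidase activity read as FDG fluorescence (ex 480/em 540) after 30 min, with pre-read for autofluorescence.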
A-T KAP1 phos: potential ataxia-telangiectasia treatment; Potency, µM (top dose mostly 57.5 µM), for the others: at the top dose activation, hits mostly activators; 320,000 tested, 0.19% active; […] A-T fibroblasts, KAP-1 phosphorylation AlphaLISA; neocarzinostatin DNA damage 30 min before lysis; AID 485349; also: potency is read from the fitted curve at half-maximal effect; % of control where 0% means no effect; nearly all actives have a fitted effect of over 45% in size
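ATM-like activity read as KAP-1 phosphorylation via AlphaLISA donor/acceptor antibody pairs after lysis and 6 hr at 25C. Cells were ATM-null patient fibroblasts ([…], hTERT), dosed 60 min, then exposed to the DSB inducer NCS for 30 min.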
TSHR antagonist: human thyrotropin receptor antagonism; P16473; TSHR-expressing cells, TSH-stimulated cAMP HTRF, 2 h; stronger effect = lower value; activity change, negative = inhibition, % at 11.5 µM; 330,000 tested, 0.2% active; AID 504810;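 active = activity change below a set negative limit, meaning inhibition stronger than a set level, cut at about -70% in these data; inconclusive = activity change between two set negative limits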; also: % is scaled to controls: 0 for no effect and ±100 for the full control effect
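Antagonism was scored as loss of TSH-driven cAMP in TSHR cells, stimulated with 4nM TSH (EC80) for 2 hours at 37 deg C and detected by homogeneous HTRF competition immunoassay.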
* marks the source's active call; other numbers are inactive results; u = inconclusive; x = no result given; [ ] = another dose, or the depositor's remark. Unless noted, calls follow the shape of the dose curve; as a rule, active = well fitted curve in the direction sought with a large enough effect; inconclusive = small, poorly fitted or top-dose-only effect, or another doubt; inactive = no such curve, though single readings can be large; an effect the other way counts as inactive or inconclusive. The order is random, and some 3.2% of all compounds hit somewhere here.

[1] O=C(Nc1cccc([N+](=O)[O-])c1)Nn1cnnc1
[2] C/C(=N\NC(=O)c1ccco1)c1ccc(NC(=O)C(F)(F)F)cc1
[3] COc1ccc(-n2c(C)cc(C(=O)Cn3nc(C(=O)O)c4ccccc4c3=O)c2C)cc1
[4] Cc1csc(NC(=O)CN2C(=O)C3CC=CCC3C2=O)n1 (stereo not given)
[5] Cc1[nH]c2ccccc2c1C(=O)COc1ccccc1
[6] Cn1c2ccc(F)cc2c2nc3ccccc3nc21
[7] Cc1ccc(-n2nc(C)c3c2OC(N)=C(C#N)C3c2ccc(C)o2)cc1 (stereo not given)
[8] C=CC1=C(C(=O)O)N2C(=O)C(NC(=O)Cc3ccccc3)C2SC1 (stereo not given)

compound no.	1	2	3	4	5	6	7	8
Tb PFK inh	-1%	3%	2%	-2%	-1%	2%	-15%	3%
PTAP TSG101 blk	-4%	-1%	-1%	0%	2%	u	-6%	0%
Eya2 inh	-1%	-2%	-5%	-18%	-5%	-6%	-2%	12%
Mito fusion yeast	3%	3%	8%	-2%	9%	-4%	-2%	-2%[0.369 µM]
BCR signal inh	u	u	u	3%	-9%	8%	u	-8%
TCR act	3%	11%	-1%[46.1 µM]	0%	-6%	-2%	-2%[46.1 µM]	x
S-ASM inh	1%	-2%	-13%	-3%	1%	-8%	1%	-3%
ELG1 repair inh	12%	u	-16%	3%	u	9%	19%	6%
Integrin act MD	-8%	34%	6%	6%	29%	-16%	-5%	18%
A-T KAP1 phos	-3%	6%	-19%	x	-1%[11.5 µM]	28%	-4%	-3%
TSHR antagonist	13	-3	17	2	2	-8	7	5

[9] O=C1CCCN1CCCNc1ncnc2c1cnn2-c1ccc(Cl)cc1
[10] CN(C)CC(C(=O)c1ccccc1)c1ccccc1 (stereo not given)
[11] COc1ccc(CNC(=O)COc2ccc(S(=O)(=O)N3CCCCC3)cc2)cc1
[12] Cc1nn(-c2ccccn2)c2c1-c1nc(N3CCOCC3)ncc1CC2
[13] COc1cc(NC(=O)c2ccccc2)c(OC)cc1NC(=O)CSc1[nH]c(=O)cc(C)c1C#N
[14] Cc1ccc(OCCCNC2CCCC2)cc1
[15] Cc1ccc(-c2csc(CC(N)=O)n2)cc1
[16] NC(=O)c1ccccc1Nc1nc2nc3ccccc3c(=O)n2cc1Br

compound no.	9	10	11	12	13	14	15	16
Tb PFK inh	-4%	-9%	0%	5%	1%	0%	-2%	-7%
PTAP TSG101 blk	-3%	0%	0%	-1%	-5%	-7%	-2%	-4%
Eya2 inh	11%	8%	-4%	21%	1%	-5%	-2%	4%
Mito fusion yeast	7%	-11%	2%	-3%	-4%	-7%	2%	-4%
BCR signal inh	14%	u	-1%	7%	2%	-3%	2%	u
TCR act	-6%	2%	2%	-12%	3%	2%[46.1 µM]	1%	-5%
S-ASM inh	-1%	1%	-2%	71%[activator]	6%	7%	0%	1%
ELG1 repair inh	u	16µM*	-15%	u	-11%	0%	u	6%
Integrin act MD	-7%	-10%	u	0%	-32%	-13%	21%	3%
A-T KAP1 phos	-5%	32µM*	2%	x	-1%	3%	-4%	2%
TSHR antagonist	-17	-20	10	-2	38	-2	1	-3

Sorted by length of the SMILES (ascending): part of the list above.
[14] Cc1ccc(OCCCNC2CCCC2)cc1
[15] Cc1ccc(-c2csc(CC(N)=O)n2)cc1
[1] O=C(Nc1cccc([N+](=O)[O-])c1)Nn1cnnc1
[16] NC(=O)c1ccccc1Nc1nc2nc3ccccc3c(=O)n2cc1Br
[2] C/C(=N\NC(=O)c1ccco1)c1ccc(NC(=O)C(F)(F)F)cc1
[7] Cc1ccc(-n2nc(C)c3c2OC(N)=C(C#N)C3c2ccc(C)o2)cc1 (stereo not given)
[3] COc1ccc(-n2c(C)cc(C(=O)Cn3nc(C(=O)O)c4ccccc4c3=O)c2C)cc1

compound no.	14	15	1	16	2	7	3
Tb PFK inh	0%	-2%	-1%	-7%	3%	-15%	2%
PTAP TSG101 blk	-7%	-2%	-4%	-4%	-1%	-6%	-1%
Eya2 inh	-5%	-2%	-1%	4%	-2%	-2%	-5%
Mito fusion yeast	-7%	2%	3%	-4%	3%	-2%	8%
BCR signal inh	-3%	2%	u	u	u	u	u
TCR act	2%[46.1 µM]	1%	3%	-5%	11%	-2%[46.1 µM]	-1%[46.1 µM]
S-ASM inh	7%	0%	1%	1%	-2%	1%	-13%
ELG1 repair inh	0%	u	12%	6%	u	19%	-16%
Integrin act MD	-13%	21%	-8%	3%	34%	-5%	6%
A-T KAP1 phos	3%	-4%	-3%	2%	6%	-4%	-19%
TSHR antagonist	-2	1	13	-3	-3	7	17

Further compounds follow.
[17] CC(NC(=O)/C=C/c1ccco1)c1nc2ccccc2n1Cc1c(Cl)cccc1Cl (stereo not given)
[18] CN(CC(=O)Nc1ccccc1C(=O)N1CCCC1)S(=O)(=O)c1ccc(Cl)cc1
[19] O=C(Nc1nccs1)C1CCN(S(=O)(=O)c2cnc[nH]2)CC1
[20] CC(=O)Nc1ccc(OS(=O)(=O)c2cc(Cl)ccc2C)cc1
[21] CC(C)(C)C(=O)COC(=O)C1CC(=O)N(c2ccccc2)C1 (stereo not given)
[22] Cn1c(-c2sc3ccccc3c2Cl)n[nH]c1=S
[23] COc1ccc(/C(O)=C2/C(=O)C(=O)N(c3ccccn3)C2c2ccc(OC)cc2)cc1 (stereo not given)
[24] CCOc1ccc(CC(=O)NC2CC(C)(C)N(C)C(C)(C)C2)cc1OCC

compound no.	17	18	19	20	21	22	23	24
Tb PFK inh	-4%	1%	7%	-4%	4%	1%	6%	-2%
PTAP TSG101 blk	-2%	1%	-12%	-1%	-3%	-5%	-4%	-5%
Eya2 inh	-4%	-6%	10%	2%	-20%	21%	9%	17%
Mito fusion yeast	-5%	1%	5%	-2%	-1%	10%	-3%	-6%
BCR signal inh	0%	u	u	-2%	-19%	u	u	0%
TCR act	-17%[46.1 µM]	-2%	1%	1%	2%	-1%	-2%	4%
S-ASM inh	-12%	4%	0%	2%	9%	-2%	-2%	0%
ELG1 repair inh	-6%	1%	12%	-6%	3%	4%	14%	13%
Integrin act MD	-9%	-2%[7.66 µM]	-10%	-8%	-4%	6%	12%	13%
A-T KAP1 phos	-1%	-6%	x	1%	-4%	-2%	-10%	-2%
TSHR antagonist	7	-9	15	-6	18	-13	5	13

Record cards (already shown). Order of screens: Tb PFK inh | PTAP TSG101 blk | Eya2 inh | Mito fusion yeast | BCR signal inh | TCR act | S-ASM inh | ELG1 repair inh | Integrin act MD | A-T KAP1 phos | TSHR antagonist
Results for CN(CC(=O)Nc1ccccc1C(=O)N1CCCC1)S(=O)(=O)c1ccc(Cl)cc1 → 1% | 1% | -6% | 1% | u | -2% | 4% | 1% | -2%[7.66 µM] | -6% | -9
Results for COc1ccc(/C(O)=C2/C(=O)C(=O)N(c3ccccn3)C2c2ccc(OC)cc2)cc1 (stereo not given) → 6% | -4% | 9% | -3% | u | -2% | -2% | 14% | 12% | -10% | 5

Continued:
[25] CCC1(c2ccccc2)NC(=O)N(CC(=O)Nc2ccc3c(C)cc(=O)oc3c2)C1=O (stereo not given)
[26] Cn1cccc1/C=C1\SC(=S)N(Nc2ccccc2)C1=O
[27] Cc1cc(C)n(-c2nc(N(C)C)nc(N(C)C)n2)n1
[28] O=C(Nc1cc2c(cc1Cl)OCCCO2)c1ccco1

compound no.	25	26	27	28
Tb PFK inh	1%	-4%	-2%	-4%
PTAP TSG101 blk	-1%	0%	2%	-1%
Eya2 inh	-32%	3%	7%	0%
Mito fusion yeast	4%	-5%	-6%	2%
BCR signal inh	6%	3%	-2%	0%
TCR act	4%	1%	6%[46.1 µM]	1%[46.1 µM]
S-ASM inh	350%[activator]	u	6%	6%
ELG1 repair inh	-3%	u	-5%	u
Integrin act MD	17%	4%	20%	-6%
A-T KAP1 phos	3%	-10%	-4%	10%
TSHR antagonist	-4	-5	-8	1

Screening results deposited in PubChem by National Center for Advancing Translational Sciences (NCATS).
